# NTR1 agonist: NTR1-driven beta-arrestin-GFP spot formation – imaging, U2OS cells, high content, primary screen (AID 493036) | agonist mode | actives 0.17% (n = 330,000) | activation, % at 20 µM;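 active = activation at or above 40% of the spot to cytoplasm intensity ratio, with at least 20 cells analyzed; inconclusive = wells under 20 cells, flagged as cytotoxic or low count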;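 also: 0% = DMSO without peptide and 100% = 100 nM NTR1 peptide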
# Target sequence (P30989 whole entry, looked up): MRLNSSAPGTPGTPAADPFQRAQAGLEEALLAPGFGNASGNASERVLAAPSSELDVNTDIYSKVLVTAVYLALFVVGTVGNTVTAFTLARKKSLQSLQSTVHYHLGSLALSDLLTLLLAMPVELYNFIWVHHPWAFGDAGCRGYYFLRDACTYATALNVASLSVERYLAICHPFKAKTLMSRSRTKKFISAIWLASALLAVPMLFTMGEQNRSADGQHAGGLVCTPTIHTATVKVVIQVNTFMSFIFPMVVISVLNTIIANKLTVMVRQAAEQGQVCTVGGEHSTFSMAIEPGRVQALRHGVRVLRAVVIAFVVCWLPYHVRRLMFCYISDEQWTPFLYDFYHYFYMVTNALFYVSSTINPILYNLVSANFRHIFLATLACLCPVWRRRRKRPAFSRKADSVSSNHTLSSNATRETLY
# West Nile antiviral: West Nile virus antiviral activity, cell-based, CPE readout (AID 1621); West Nile virus-infected cells, CPE inhibition; higher % means a stronger effect; CPE inhibition, % at 10 µM, or IC50 in µM where a hit was titrated; actives 0.02% (n = 290,000); in the data active = a potency from the dose series; inconclusive = CPE inhibition mostly from about 3.7% at the one dose, without a potency; inactive = the rest, 99 in 100 with CPE inhibition below about 2.2%; also: strong numbers were not always called active
# SV40 large T antigen: SV40 large T antigen inhibitors, biochemical (AID 1903) | SV40 large T antigen ATPase/helicase inhibition assay; higher % means a stronger effect | inhibition, % at 20 µM; hits with a dose series show IC50 in µM | actives 0.39% (n = 310,000); in the data active = a potency from the dose series; inconclusive = inhibition mostly from about 32% at the one dose, without a potency; inactive = the rest, 99 in 100 with inhibition below about 32%; also: strong numbers were not always called active
# PhoP inhibition: PhoP-dependent GFP reporter repression – Salmonella Typhimurium, primary screen (AID 1863); actives 0.16% (n = 300,000); S. Typhimurium PhoP-regulated promoter GFP reporter, 4 h; higher % means a stronger effect; one-dose inhibition, % at 50 µM; IC50 in µM for titrated hits;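 active = inhibition over 29.93%, a cutoff 3 SD above the screen mean, later confirmed by dose response; inconclusive = inhibition over 29.93% but no dose response follow-up; inactive = inhibition at most 29.93% or unconfirmed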;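 also: 0% = low Mg2+ inducing control and 100% = high Mg2+ repressing control; strong numbers were not always called active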
# NS5 inhibitors: flavivirus cap methylation enzyme inhibition – biochemical, confirmation dose response, primary screen (AID 588689); Dengue-2 NS5 methyltransferase capping enzyme assay, biochemical; higher % means a stronger effect; one-dose inhibition, % at 25 µM; IC50 in µM for titrated hits; actives 0.3% (n = 340,000); in the data active = a potency from the dose series; inconclusive = inhibition above about 29% without an active follow-up result
# T cell modulator: modulates CD8 T cell binding to vesicles; 2C CD8+ T cell-vesicle binding, flow cytometry; hits give low values; calls only at 7 µM; actives 0.068% (n = 330,000);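 active = response, share of CD8 T cells binding vesicles, and their 90th percentile fluorescence all below set limits, cut at about 80% in these data, passing the limit was not always enough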
#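 material = purified 2C TCR transgenic mouse naive CD8+ T cells | controls = Unloaded micro-vesicles (low), QL9 vesicles with 0.7% DMSO (high) | detection = cytometric PE anti-B7-1 and Alexa647 anti-CD8 signals after 1% paraformaldehyde fixation | incubation = binding step 1.5 h, 37 °C, antibody labelling 20 min, ice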
# RSV CPE inhibition: RSV antiviral activity via CPE protection, HEp-2 cells, primary 10 µM value included (AID 2391); HEp-2 cells, RSV-induced CPE inhibition; higher % means a stronger effect; CPE inhibition, % at 10 µM; hits with a dose series show IC50 in µM; actives 0.13% (n = 310,000); in the data active = a potency from the dose series; inconclusive = CPE inhibition mostly from about 23% at the one dose, without a potency; inactive = the rest, 99 in 100 with CPE inhibition below about 21%; also: strong numbers were not always called active
# K1F lysis inhibition: inhibition of K1F phage lysis, E. coli UTI89, bacterial capsule biogenesis inhibitors, alamar blue (AID 488966); E. coli UTI89 K1F phage lysis, alamar blue, 2 h; higher % means a stronger effect; inhibition, % at 100 µM, or IC50 in µM where a hit was titrated; actives 0.02% (n = 340,000);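 active = phage lysis inhibition, versus mean bacterial control, above a set limit; inconclusive = no clear call, values can overlap the other calls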;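 also: capsule biogenesis inhibitors block K1F phage lysis so surviving cells raise fluorescence; higher fluorescence means more inhibition of phage lysis; actives were called in the ten point dose series up to 300 µM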
# MgcRacGAP inhibition: MgcRacGAP GTPase-activating activity inhibitors, confirmation, biochemical, ADP Hunter fluorescence; inhibition, % at 30 µM, or IC50 in µM where a hit was titrated; AID 624330; actives 0.6% (n = 340,000); MgcRacGAP-stimulated Rac1 GTP hydrolysis, ADP Hunter fluorescence; higher % means a stronger effect; GST-tagged Rac1 F28L mutant substrate;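 active = first-screen hits whose inhibition reached a set limit at any dose in the follow-up dose series; inconclusive = inhibition above the set first-screen limit but never retested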;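 also: fluorescence reports GDP produced by GAP-driven GTP hydrolysis; strong numbers were not always called active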
# T cell modulator vesicle-bound %: also measured in T cell modulator; calls as there; double positive events, %; measured here: CD8+ vesicle-bound cell fraction;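 binding gate set so that unloaded-vesicle control wells show 10% double positive cells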
# NTR1 agonist cell count 20 µM: further read-out of NTR1 agonist, marked with its call; cell count; measured here: cell count, cytotoxicity flag
# NS5 inhibitors pilot replicate: recorded beside NS5 inhibitors, whose call it bears; inhibition, %; measured here: pilot screen replicate inhibition
# Numbers without * were called inactive; i = inactive; ? = inconclusive; nt = not tested or not shown; & = joins results of further samples; [ ] = another dose, or the depositor's remark. Not a hit list; about 1.5% have a hit in one of these screens.
SMILES,NTR1 agonist,NTR1 agonist cell count 20 µM,West Nile antiviral,SV40 large T antigen,PhoP inhibition,NS5 inhibitors,T cell modulator,T cell modulator vesicle-bound %,RSV CPE inhibition,K1F lysis inhibition,MgcRacGAP inhibition,others
N/C(=N\OC(=O)c1cccc2ccccc12)c1cccnc1,1.5,93,-0.8%,8.1%,-3.6%,-5.3%,i,55.0,3.5%,0.2%,5.9%,
CCOC(=O)N1CCN(C(=O)c2ccc([N+](=O)[O-])cc2Cl)CC1,-0.1,46,-0.4%,3.0%,7.0%,-2.4%,i,54.5,1.1%,0.1%,9.4%,
CC(CCc1ccccc1)NC(=O)CN1CCN(c2ccc(O)cc2)CC1 (stereo not given),-0.5,54,-1.2%,37.3%,-0.3%,-6.1%,i,8.9,-2.2%,1.2%,?,
Cc1cc(NC(=O)NC2(C(F)(F)F)Oc3ccc(Cl)cc3O2)no1 (stereo not given),2.0,68,0.1%,?,8.1%,-8.8%,i,32.8,8.4%,-2.6%,?,
COc1ccccc1C(=O)NNC(=S)Nc1ccccc1,nt,nt,0.6%,3.8%,3.5%,17.1%,nt,nt,nt,-0.3%,4.2%,
CC/C(=N\n1nnnc1Nc1ccccc1)c1ccccc1,-0.4,88,-1.3%,13.6%,10.5%,-1.6%,i,56.7,2.4%,1.3%,4.6%,
Cn1nnc(-c2ccc(OCc3ccccc3F)cc2)n1,1.5,72,-0.2%,2.6%,9.9%,1.4%,i,38.1,57.0%,1.0%,2.6%,NS5 inhibitors pilot replicate=3.3
COc1cccc(-c2cccc(NC(=O)C3CCN(CC4CCOC4)CC3)c2)c1 (stereo not given),-0.2,68,0.0%,11.5%,-4.3%,-10.7%,i,14.8,-1.6%,0.3%,15.1%,
Cc1ccc(SCC(=O)c2c(C)nc3ccccn23)cc1,7.7,35,-1.6%,11.2%,4.6%,6.9%,i,48.8,0.4%,0.2%,4.8%,
O=C(Cc1cc(=O)[nH][nH]1)N/N=C/C(Cl)=C/c1ccccc1,2.5&-1.9,62&34,0.4%&0.1%,7.5%&20.5%,-2.1%&-4.5%,-3.2%&13.4%,i,12.4&13.1,1.2%,2.1%&-0.4%,11.4%&8.9%,
O=C(Cc1ccccc1)N/N=C/c1ccc([N+](=O)[O-])s1,2.7,45,-0.5%,9.1%,-16.4%,-5.5%,i,50.7,0.6%,-2.1%,14.2%,
C[C@H](Cc1ccccc1)Nc1ncnc2c1ncn2[C@@H]1O[C@H](CO)[C@@H](O)[C@H]1O,4.7,49,nt,3.5%,-6.8%,-2.2%,i,28.5,-1.8%,4.2%,0.7%,
O=c1c2ccccc2nnn1CSc1nnc(-c2ccco2)o1,-3.1,55,0.4%,11.2%,-8.1%,2.9%,i,15.5,10.5%,1.6%,-1.0%,
CCN1CCN(c2nc(-c3ccc(F)cc3)cc(=O)[nH]2)CC1,-0.1,54,-0.5%,9.1%,3.8%,nt,i,nt,-0.2%,2.4%,13.9%,
Cc1cc(C)cc(NC(=O)CSCc2cnn(-c3ccccc3)c2-n2cccc2)c1,6.5,83,1.3%,3.5%,-3.9%,8.2%,i,17.5,6.7%,0.0%,-0.5%,
COc1ccc(-c2cc3ccc(OC)cc3cn2)cc1,6.0,55,nt,nt,nt,2.0%,i,37.7,1.0%,2.2%,7.7%,
CC(=O)N1CCc2cc(S(=O)(=O)C(C)CC(=O)Nc3ccc(OC(F)(F)F)cc3)ccc21 (stereo not given),1.0,55,-0.4%,14.9%,2.7%,-3.5%,i,34.1,-0.6%,0.4%,15.4%,
COc1ccc(C(CNC(=O)CN(C)S(=O)(=O)c2ccc(C)cc2)N2CCCC2)cc1 (stereo not given),1.1,66,nt,nt,nt,4.8%,i,11.5,nt,-1.4%,5.2%,
CCCc1nc(SCC(=O)Nc2nccs2)c2ccccc2n1,0.2,53,-0.7%,7.8%,7.5%,4.0%,i,32.9,0.0%,-0.1%,-0.4%,
CCOc1ncccc1C(=O)NCCN1C(=O)S/C(=C/c2cccs2)C1=O,2.2,101,0.6%,7.3%,-2.5%,10.7%,i,52.4,0.2%,0.0%,-3.5%,
CC(C)(C)c1cc(CCC(=O)NNC(=O)c2ccncc2)cc(C(C)(C)C)c1O,-0.7,56,nt,nt,nt,-11.1%,i,39.0,2.9%,-0.1%[50 µM],-2.5%,
NC(=O)c1ccsc1NC(=O)COC(=O)c1ccc(Cl)c(N)c1,7.7,42,nt,13.3%,12.7%,-11.0%,i,33.3,-1.5%,0.2%[50 µM],-2.2%,
COCCN(C(=O)COC(=O)C1CC1C)c1c(N)n(Cc2ccccc2)c(=O)[nH]c1=O (stereo not given),-1.0,71,nt,23.8%,-9.1%,-10.2%,i,44.0,-2.0%,1.2%[50 µM],4.1%,
C/C(=N\NC(=O)c1ccc(OC2OCCOC2Oc2ccc(C(=O)N/N=C(\C)c3ccncc3)cc2)cc1)c1ccncc1 (stereo not given),5.6,52,1.6%,14.4%,-13.7%,-4.1%,i,35.7,0.4%,1.3%[50 µM],5.0%,
Cc1nnsc1Sc1ccccc1C(=O)O,0.5,48,0.6%,11.7%,-8.4%,-4.2%,i,65.0,2.2%,-0.9%,4.8%,
COCCN(C(=O)Cc1cccs1)C(C(=O)NCc1ccc(OC)cc1)c1ccc(C)cc1 (stereo not given),0.4,42,-0.4%,3.3%,0.7%,-6.2%,i,34.8,1.6%,-0.2%[50 µM],3.2%,
CCCCn1c(-c2ccc(OC(F)F)cc2)nc2c1c(=O)[nH]c(=O)n2CC(C)C,0.1,45,0.6%,0.8%,7.0%,-4.0%,i,33.4,2.7%,0.5%,4.4%,
COc1cc(S(=O)(=O)Nc2ccccc2C(=O)N2CCCC2)ccc1NC(C)=O,-0.8,67,nt,nt,nt,0.0%,nt,nt,nt,1.0%[50 µM],3.3%,
O=C(C1=C(O)C(=O)N(CCN2CCOCC2)C1c1ccncc1)c1ccco1 (stereo not given),-1.4,107,0.4%,2.2%,-11.7%,-3.1%,i,39.3,0.3%,0.5%,11.4%,NS5 inhibitors pilot replicate=-0.6
COCc1ccc2oc(C(=O)O)cc2c1,0.6,52,-0.1%,-0.7%,-41.1%,1.4%,i,59.9,0.2%,-0.3%,-4.8%,
Cc1ccc(S(=O)(=O)N2[C@@H](c3ccccc3F)C(C(=O)O)=CC[C@H]2c2cccc(Cl)c2)cc1,7.6,103,nt,17.8%,-4.2%,4.8%,i,23.9,5.0%,-2.0%,7.5%,
O=C(COc1ncnc2sccc12)N1CCN(S(=O)(=O)c2ccc(Cl)cc2)CC1,1.5,58,-0.2%,-0.1%,29.0%,-6.6%,i,50.4,0.9%,1.8%,-2.8%,
O=C(N/N=C/c1cnc2ccccc2n1)c1cccc(F)c1,-0.1,56,-0.6%,20.1%,-17.0%,-3.2%,i,50.6,1.8%,1.6%[50 µM],9.0%,
COc1ccc(C(=O)C2CCCN(C(=O)c3ccc(CSC)o3)C2)cc1F (stereo not given),0.6,63,-0.7%,18.4%,0.7%,-4.2%,i,19.1,5.3%,2.1%[50 µM],5.4%,
CCC(=O)N(Cc1cc2cc(OC)ccc2[nH]c1=O)c1ccc(C)cc1,1.3,59,-1.8%,7.3%,3.5%,-5.2%,i,52.3,4.2%,0.2%,1.4%,NS5 inhibitors pilot replicate=1.8
COC(=O)c1c(C)[nH]c(C(=O)NCCc2ccc(S(N)(=O)=O)cc2)c1C,2.3,55,0.1%,3.4%,0.1%,-12.5%,i,34.1,1.5%,0.1%,7.6%,
COCCN1C=C(C(=O)OC)C(c2ccc3c(c2)OCO3)C(C(=O)OC)=C1,0.7,63,-0.4%,14.4%,-3.4%,-4.1%,i,37.5,-0.5%,0.1%[50 µM],-2.9%,
CC(=O)Nc1sc(C)c(C)c1C(=O)OC1CCOC1=O (stereo not given),0.0,49,0.3%,3.2%,-12.5%,-6.1%,i,30.5,0.8%,0.9%[50 µM],9.8%,
COc1ccc(N2CCN(C(=O)CCc3ccc(S(=O)(=O)NC(C)(C)C)cc3)CC2)cc1,0.9,55,-0.5%,20.2%,-9.9%,8.0%,i,24.8,13.6%,0.2%,19.8%,
Cc1ccccc1OCCC(=O)Nc1ccc(S(=O)(=O)N(C)C2CCN(C)CC2)cc1,0.1,51,nt,8.0%,5.5%,-8.8%,i,45.1,-2.3%,1.4%[50 µM],5.2%,

# Brought forward from above: two entries; new compounds follow.
SMILES,NTR1 agonist,NTR1 agonist cell count 20 µM,West Nile antiviral,SV40 large T antigen,PhoP inhibition,NS5 inhibitors,T cell modulator,T cell modulator vesicle-bound %,RSV CPE inhibition,K1F lysis inhibition,MgcRacGAP inhibition,others
COc1ccc(N2CCN(C(=O)CCc3ccc(S(=O)(=O)NC(C)(C)C)cc3)CC2)cc1,0.9,55,-0.5%,20.2%,-9.9%,8.0%,i,24.8,13.6%,0.2%,19.8%,
Cc1ccccc1OCCC(=O)Nc1ccc(S(=O)(=O)N(C)C2CCN(C)CC2)cc1,0.1,51,nt,8.0%,5.5%,-8.8%,i,45.1,-2.3%,1.4%[50 µM],5.2%,
CS(=O)(=O)c1ccc(Sc2nc3ccccc3[nH]2)c([N+](=O)[O-])c1,1.2,79,1.9%,-3.9%,1.1%,4.5%,i,45.7,0.3%,0.2%,12.2%,
COCC(=O)NC1CCN(CC(=O)Nc2ccccc2[N+](=O)[O-])CC1,0.9,86,1.2%,0.5%,-0.4%,-2.7%,i,48.9,2.2%,0.4%,9.9%,
CCN(CC)c1ccc(NC(=O)c2cnccn2)cc1S(=O)(=O)Nc1ccc(OC)cc1,1.2,44,-0.8%,2.9%,0.2%,-2.2%,i,43.1,2.4%,2.6%,7.3%,
Cn1c(CCNC(=O)C2CCCCC2)nc2cc([N+](=O)[O-])ccc21,1.0,63,-0.2%,5.1%,3.0%,-7.4%,i,40.3,-0.7%,0.1%,-3.8%,
Cc1[nH]n(-c2ccc([N+](=O)[O-])cc2)c(=O)c1C=NCCN1CCN(C(=O)c2ccc(Br)cc2)CC1,-0.4,91,0.1%,13.9%,-2.4%,-7.8%,i,6.4,-2.8%,0.2%,-6.0%,
O=C(Nc1nc2ccccc2n1CCN1CCOCC1)c1ccc(Cn2cc([N+](=O)[O-])cn2)o1,0.1,94,0.0%,8.4%,-4.5%,0.7%,i,5.2,1.9%,0.0%,-1.5%,

# High-throughput results as filed in PubChem.
